TNAP inh pNP – human TNAP enzyme inhibitors, primary screen, biochemical, colorimetric, p-nitrophenol readout. purified TNAP, pNPP hydrolysis, absorbance 405 nm. inhibition, % at 20 µM. 21,000 tested, under 10 active;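 also: 0% = DMSO only wells and 100% = 1 mM levamisole wells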
Target sequence (P05186 whole entry, looked up): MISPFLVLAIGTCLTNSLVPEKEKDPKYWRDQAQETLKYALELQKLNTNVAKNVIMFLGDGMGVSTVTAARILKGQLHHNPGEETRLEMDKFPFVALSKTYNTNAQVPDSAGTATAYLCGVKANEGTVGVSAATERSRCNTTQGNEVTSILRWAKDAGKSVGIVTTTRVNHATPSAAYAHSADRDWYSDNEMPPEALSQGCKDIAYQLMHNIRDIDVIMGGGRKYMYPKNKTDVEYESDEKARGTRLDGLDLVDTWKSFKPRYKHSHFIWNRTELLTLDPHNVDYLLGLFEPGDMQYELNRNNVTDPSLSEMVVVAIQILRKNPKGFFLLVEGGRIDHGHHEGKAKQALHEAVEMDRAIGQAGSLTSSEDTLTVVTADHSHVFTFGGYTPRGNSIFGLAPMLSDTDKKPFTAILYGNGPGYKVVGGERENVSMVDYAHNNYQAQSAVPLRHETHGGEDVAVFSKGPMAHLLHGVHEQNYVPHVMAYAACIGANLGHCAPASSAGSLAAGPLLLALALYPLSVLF
TNAP inh Pi – human TNAP enzyme inhibitors, primary screen, biochemical, colorimetric, phosphate release readout. AID 614, 2007. 21,000 tested, under 10 active. inhibition, % at 20 µM. Alkaline phosphatase, tissue-nonspecific isozyme (Homo sapiens), P05186. purified TNAP, pNPP, malachite green phosphate absorbance
Active calls of the source: *.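 The calls were made as follows: active = inhibition above 50% at the 20 µM single-dose screen; inactive = the rest.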 This is a subset; count on the stated rates, not on these rows.

SMILES	TNAP inh pNP	TNAP inh Pi
O=C(Nc1ccccc1)N1CCCC(c2nc(-c3cccs3)no2)C1 (centres undefined)	5	7
CCNc1nc(SCCOc2ccccc2)nc(N(C)C)n1	4	14
COc1ccc(CNc2cc(C)ccc2C)c(OC)c1OC	0	0
Cc1noc(C)c1CN1C(=O)NC(Cc2ccccc2)(Cc2ccccc2)C1=O	1	15
COc1cccc(C(=O)CSc2nnnn2C)c1	-4	0
CCCn1c(SC2C(=O)CC(C)(C)CC2=O)nc2c1c(=O)n(C)c(=O)n2C	6	6
O=C(Nc1ccc(F)c(F)c1)c1cccnc1	0	2
COC(=O)c1cccc(COC(=O)CNC(=O)c2ccco2)c1	5	10
O=C(CCOc1ccccc1)OCC(=O)c1cc2ccccc2o1	-5	5
COc1ccc(C(C)=O)cc1CSCCC(=O)O	3	7
Cc1ccc(Nc2nc(C)c(CCC(C)C)c(=O)[nH]2)cc1	3	10
Cc1ccc(C(C(=O)NC2CCCC2)N(Cc2ccco2)C(=O)CCC(=O)Nc2ccccn2)cc1 (centres undefined)	10	7
O=C(NCc1ccco1)c1cccc(F)c1	0	0
CC1Cc2ccccc2N1S(=O)(=O)c1cccc(C(=O)NCCCO)c1 (centres undefined)	1	15
COc1ccc(C(=O)CSc2nnc(COc3ccccc3)n2Cc2ccco2)cc1	7	10
N#Cc1ccccc1NC(=O)c1ccc(-c2ccccc2Cl)o1	-10	-8
CCC1(C)Cc2c(sc3c2c(=O)n(C)c2nnc(SCc4ccccc4)n32)CO1 (centres undefined)	0	0
Brc1ccccc1-c1nnc2sc(-c3ccc4c(c3)OCCO4)nn12	3	19
Cc1ccc(Nc2nnc(SCc3cc(=O)n4ccsc4n3)s2)c(C)c1	7	19
c1ccc(-c2nn3c(C4COc5ccccc5O4)nnc3s2)cc1 (centres undefined)	5	7
CCOc1ccc(-c2nc(N)nc(C)c2-c2ccc(OC)c(OC)c2)c(O)c1	0	7
COc1cc(-c2cc(C(F)(F)F)n3ncc(C(=O)O)c3n2)cc(OC)c1OC	1	4
CCCCOc1ccc(C(=O)Nn2cnnc2)cc1	2	-13
CC(C)C[C@H](N)c1nnc(S(=O)(=O)Cc2cccc(F)c2)o1	-2	2
CC(=O)Cc1nsc(NC(=O)c2ccc(-c3ccc(Cl)c(C(F)(F)F)c3)o2)n1	-1	3
COc1ccccc1C(=O)NCc1ccncc1	1	6
Cc1c(NC(=O)C2CCN(S(=O)(=O)c3ccccc3)CC2)c(=O)n(-c2ccccc2)n1C	7	9
CSc1ccccc1NC(=O)c1c(Br)cnn1C	3	5
CN(C(=O)c1ccccc1)C1(C)CCS(=O)(=O)C1 (centres undefined)	7	12
O=C(CSc1nc2ccccc2c(=O)n1CC1CCCCC1)N1CCOCC1	-6	0
COCCCn1c(SCC(=O)NC(C)C)nnc1-c1ccccc1	0	0
CC(=O)N=C1SC2CS(=O)(=O)CC2N1c1cccc(Cl)c1Cl (centres undefined)	4	13
CC(c1ccccc1)C1NC(C(=O)O)CS1 (centres undefined)	-1	8
CC(C)n1c(C(O)c2ccc3c(c2)OCO3)nc2ccccc21 (centres undefined)	3	6
Cc1noc(C)c1CSCC(=O)OCc1nc2ccccc2c(=O)n1CC#N	8	13
CCOCC(=O)Nc1nnc(SCCOC)s1	6	7
CCc1nc2oc3ccccc3c(=O)c2c(=O)n1Cc1ccccc1	3	8
CCOc1cc(C(=O)N2CCCC2)cc(OCC)c1OCC	-6	-5
Cc1ccc(OCc2nc(C#N)c(N3CCN(Cc4ccccc4)CC3)o2)cc1	-12	0
CCOc1cccc(CN2CCN(c3cccc(C(F)(F)F)c3)CC2)c1O	1	-1
COc1ccc(CNc2oc(Cc3cccc4ccccc34)nc2C#N)cc1	1	14
COc1ccc2c(c1)Cc1sc(NC(C)=O)nc1-2	0	10
COc1cc(OC)cc(C(=O)N(Cc2nc(-c3cccc(C)c3)no2)C(C)C)c1	0	9
O=C1c2ccccc2C(=O)N1CC#CCN1CCN(C2CCCCC2)CC1	-4	13
C#CCN1CC(C)/C(=N/O)CC1C (centres undefined)	2	12
NC(=O)c1c(NC(=O)c2cc3ccccc3o2)sc2c1CCC2	2	10
Cc1oc2c(CN3CCCC3)c(O)ccc2c(=O)c1-c1ccc(Cl)cc1	5	12
CCOC(=O)CCc1c(C)c2ccc(OCc3nn[nH]n3)c(C)c2oc1=O	-10	-6
O=C(NCc1ccc(F)cc1)N[C@@H](Cc1ccccc1)C(=O)O	-11	1
O=C(CSc1nc(N2CCCCC2)nc(N2CCCCC2)n1)N1CCN(c2ccccc2)CC1	4	16
CC1CN(C(=O)c2cc(S(=O)(=O)N3CCCC3)c(Cl)cc2Cl)CC(C)O1 (centres undefined)	-7	-6
Cc1oc(C(=O)O)cc1COc1ccc2c(C)cc(=O)oc2c1	-2	6
O=C(c1nn2c(C(F)(F)F)cc(-c3ccc(F)cc3)nc2c1Cl)N1CCOCC1	0	3
C(=N\n1cnnc1)/c1ccc2c(c1)OCO2	0	5
O=C(CCCN1C(=O)c2ccccc2C1=O)NC1=NCCS1	2	9
Cc1ccc2[nH]c(-c3cccc(N)c3)cc2c1	-1	-1
COc1ccc(CN(C)CCc2ccccn2)c(OC)c1OC	4	10
Fc1ccc(F)c(CN2CCN(c3ncccn3)CC2)c1	0	-1
COCCNC(=O)CSCc1c(F)cccc1Cl	-2	16
CCOC(=O)Nc1ccc2c(c1)nc(CN1CCN(C(C)=O)CC1)n2C	4	-13

29 compounds out of the list, sorted by molecular weight, low to high.
SMILES	TNAP inh pNP	TNAP inh Pi
C#CCN1CC(C)/C(=N/O)CC1C (centres undefined)	2	12
C(=N\n1cnnc1)/c1ccc2c(c1)OCO2	0	5
Cc1ccc2[nH]c(-c3cccc(N)c3)cc2c1	-1	-1
CC(c1ccccc1)C1NC(C(=O)O)CS1 (centres undefined)	-1	8
CN(C(=O)c1ccccc1)C1(C)CCS(=O)(=O)C1 (centres undefined)	7	12
CCOCC(=O)Nc1nnc(SCCOC)s1	6	7
Fc1ccc(F)c(CN2CCN(c3ncccn3)CC2)c1	0	-1
COCCNC(=O)CSCc1c(F)cccc1Cl	-2	16
CCOc1cc(C(=O)N2CCCC2)cc(OCC)c1OCC	-6	-5
CC(C)n1c(C(O)c2ccc3c(c2)OCO3)nc2ccccc21 (centres undefined)	3	6
Cc1oc(C(=O)O)cc1COc1ccc2c(C)cc(=O)oc2c1	-2	6
COc1ccc(CN(C)CCc2ccccn2)c(OC)c1OC	4	10
O=C(CCCN1C(=O)c2ccccc2C1=O)NC1=NCCS1	2	9
NC(=O)c1c(NC(=O)c2cc3ccccc3o2)sc2c1CCC2	2	10
CCc1nc2oc3ccccc3c(=O)c2c(=O)n1Cc1ccccc1	3	8
COCCCn1c(SCC(=O)NC(C)C)nnc1-c1ccccc1	0	0
CCOC(=O)Nc1ccc2c(c1)nc(CN1CCN(C(C)=O)CC1)n2C	4	-13
O=C1c2ccccc2C(=O)N1CC#CCN1CCN(C2CCCCC2)CC1	-4	13
COc1ccc(CNc2oc(Cc3cccc4ccccc34)nc2C#N)cc1	1	14
Cc1oc2c(CN3CCCC3)c(O)ccc2c(=O)c1-c1ccc(Cl)cc1	5	12
CCOC(=O)CCc1c(C)c2ccc(OCc3nn[nH]n3)c(C)c2oc1=O	-10	-6
CC(=O)N=C1SC2CS(=O)(=O)CC2N1c1cccc(Cl)c1Cl (centres undefined)	4	13
CCOc1cccc(CN2CCN(c3cccc(C(F)(F)F)c3)CC2)c1O	1	-1
COc1cc(OC)cc(C(=O)N(Cc2nc(-c3cccc(C)c3)no2)C(C)C)c1	0	9
Cc1noc(C)c1CSCC(=O)OCc1nc2ccccc2c(=O)n1CC#N	8	13
O=C(CSc1nc2ccccc2c(=O)n1CC1CCCCC1)N1CCOCC1	-6	0
CC1CN(C(=O)c2cc(S(=O)(=O)N3CCCC3)c(Cl)cc2Cl)CC(C)O1 (centres undefined)	-7	-6
O=C(c1nn2c(C(F)(F)F)cc(-c3ccc(F)cc3)nc2c1Cl)N1CCOCC1	0	3
O=C(CSc1nc(N2CCCCC2)nc(N2CCCCC2)n1)N1CCN(c2ccccc2)CC1	4	16

(listing goes on)
SMILES	TNAP inh pNP	TNAP inh Pi
CCC(=O)Nc1nc(C)c(Oc2ccccc2)c(=O)[nH]1	2	5
CCCn1c(SCC(N)=O)nc2c(c1=O)C1(CCCC1)Cc1ccccc1-2	5	8
CCCOC(=O)CN1C(=O)c2ccccc2C1=O	0	-19
COc1ccc2c(c1)C(C)CC(C)(C)N2C(=O)CSc1ncn[nH]1 (centres undefined)	5	7
Cn1c(NCCCN2CCOCC2)nc2c1c(=O)n(Cc1ccc(Cl)cc1)c(=O)n2C	8	14
CCCC(C)C(=O)Nc1ccc2c(c1)OCCO2 (centres undefined)	1	6
CCCCn1c(=N)n(CC(O)COc2cccc(C)c2)c2ccccc21 (centres undefined)	3	14
Cn1c(=O)n(Cc2ccccc2)c(=O)c2c1nc1n2CCS1	-1	13
COc1ccc(F)cc1CN1CCN(C(=O)CCC(=O)Nc2nnc(C(C)C)s2)CC1	10	9
O=C(NCc1ccco1)c1ccccc1NS(=O)(=O)c1ccc2c(c1)OCCO2	1	3
Nc1nc(N2CCOCC2)nc2ccccc12	4	6
CCOc1ccc(C(=O)Nc2ccc3c(c2)OCCO3)cc1OC	-10	-7

Exported comma-delimited: 3 of the compounds above
canonical_smiles,TNAP inh pNP,TNAP inh Pi
Cn1c(=O)n(Cc2ccccc2)c(=O)c2c1nc1n2CCS1,-1,13
COc1ccc(F)cc1CN1CCN(C(=O)CCC(=O)Nc2nnc(C(C)C)s2)CC1,10,9
O=C(NCc1ccco1)c1ccccc1NS(=O)(=O)c1ccc2c(c1)OCCO2,1,3

The list continues.
SMILES	TNAP inh pNP	TNAP inh Pi
CCCCn1c(NC(C)CC)nc2c1c(=O)[nH]c(=O)n2C (centres undefined)	-12	-1
CC1(C(=O)O)CCC(C(=O)NC2CCCCCC2)C1(C)C (centres undefined)	2	3
Cc1cc(C)nc(NS(=O)(=O)c2ccc(NC(=O)c3cccs3)cc2)n1	0	5
COc1ccc(Br)cc1S(=O)(=O)n1ccnc1C	-1	6
O=C(NC1CCC(C(=O)O)CC1)OCc1ccccc1 (centres undefined)	-2	8
CCOc1cccc(-c2nnc3sc(-c4ccc(C)cc4)nn23)c1	3	7
CCOC(=O)C1=C(Nc2ccccc2)OCC1=O	2	6
Oc1c(Cl)cc(Cl)cc1CNc1ccc(Br)cn1	0	16
CCOc1ccc(S(=O)(=O)N(C)C)cc1-c1nc2c(C(C)(C)C)nn(C)c2c(=O)[nH]1	4	9
Cc1nc(N2CCN(Cc3ccc4c(c3)OCO4)CC2)nc2c1C(=O)CC(c1ccco1)C2 (centres undefined)	5	11
COc1ccc(Br)cc1C1SCCN1S(C)(=O)=O (centres undefined)	1	-6
OCCOCCNc1ncnc2c1cnn2-c1ccc(Cl)cc1	5	8
CC12CCC(C(=O)NCc3ccc4c(c3)OCO4)(CC1=O)C2(C)C (centres undefined)	0	0
COc1cc(C)c(C(C)C)cc1S(=O)(=O)N1CCOCC1	8	9
CCOC(=O)c1ccc(Nc2cc(C)nc3ncnn23)cc1	-1	0
Cc1ccc(S(=O)(=O)N(C)CC(=O)OCc2nnc(-c3ccccc3)o2)cc1	5	4
CCCn1c2c(c(O)c(C(=O)Nc3ccc(OC)cc3)c1=O)CCCC2	1	7
O=S(=O)(c1ccc(F)cc1)N(CCO)CC(O)Cn1c2ccccc2c2ccccc21 (centres undefined)	0	0
Cc1ccc2nc(NC3=NCN(Cc4cccnc4)CN3)nc(C)c2c1	2	12
NS(=O)(=O)c1cc2c(cc1Cl)NCNS2(=O)=O	0	0
CN1C2CCC1CC(OC(=O)c1c[nH]c3ccccc13)C2 (centres undefined)	-9	-6
COc1cc(S(=O)(=O)N2CCCCC2)ccc1NC(=O)c1ccc(F)cc1	0	0
Cc1ccc(C(=O)NC2CCN(C(=O)N3CCOCC3)CC2)cc1	7	-6
CC(C)COC(=O)Nc1ccccc1C(=O)N1CCOCC1	4	-3
CC1CCc2ccccc2N1C(=O)c1cccs1 (centres undefined)	4	11
COC(=O)c1cc(OC)c(OC)cc1NC(=O)c1cccnc1	-1	2
Cc1cc(N2CCCCC2)n2ncc(-c3ccc(Cl)cc3)c2n1	-4	8
O=C(Nc1cc(C(=O)N2CCOCC2)ccc1N1CCCC1)c1cccs1	4	8
COc1cc2c(cc1OC)CN(Cc1cc(=O)n3cc(C)ccc3n1)CC2	-5	8
CCOC(=O)c1n[nH]c2ccccc12	-1	-1
O=C(CN1CCOCC1)Nc1ccc(C2CCCCC2)cc1	1	9
Cc1cc(Nc2nc3c(c(=O)n(C)c(=O)n3C)n2C)n(-c2ccccc2)n1	5	6
c1ccc(-c2n[nH]c3c2CCC3)cc1	5	9
Cc1cc(C)c2c(n1)nn1c(N3CCN(c4ccccn4)CC3)cc(C)nc21	2	8
COC(=O)CCc1c(C)[nH]c(C(=O)OCc2ccccc2)c1C	2	7
CC1(C)NC(=O)N(CCOCCOc2cccc(Oc3ccccc3)c2)C1=O	3	5
